S100A4 MyoIIA – inhibitors of S100A4-myosin IIA peptide binding, primary screen, biochemical, fluorescence polarization, TAMRA-MyoIIA peptide | 0.14% of 360,000 active | inhibition, % at 10.7 µM;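 active means mean inhibition of at least 70% across replicates, with every replicate also reaching that level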
Target sequence (P26447 whole entry, looked up): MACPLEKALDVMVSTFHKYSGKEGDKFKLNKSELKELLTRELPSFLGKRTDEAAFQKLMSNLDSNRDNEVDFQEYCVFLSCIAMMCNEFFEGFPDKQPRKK
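Assay system: human S100A4 monomer with TAMRA-labelled myosin IIA peptide / Buffer or medium: Calcium-containing HEPES buffer, pH 7.2 / Reagent: TAMRA-labelled myosin IIA heavy-chain peptide probe, 5 nM / Compound: one dose per compound / Timing: polarization read 5 min after assay mix addition, stable 5–60 min / Benchmarks: neutral control DMSO, positive control TFP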
RAD54 branch – inhibitors of human RAD54 branch migration, primary screen, biochemical, fluorescence, single point; 0.14% of 360,000 active; RAD54 Holliday junction branch migration, FAM/BHQ fluorescence; AID 602329, 2012; DNA repair and recombination protein RAD54-like (Homo sapiens), Q92698; inhibition, % at 10.4 µM;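 active means mean normalized replicate activity at least 40 and at least half of replicates scoring 40 or more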;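 further: 0% = median of neutral control wells and 100% = median of positive control wells; inhibitors cause a drop in the FAM fluorescence signal; in these data hits start at about 50%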
esBAF inh – Bmi1 luciferase reporter increase in mESCs, primary screen, esBAF inhibitor project, mouse ES cells, Bmi1 luciferase knock-in, single point. 24 h; 100% = twice the neutral-well signal. reporter increase, % at 12.5 µM. 2% of 350,000 active. AID 602393, 2012; in the data active means activation above about 40%;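 further: 0% = median of the plate's neutral control wells and 100% = double that signal; a rise in the Bmi1 reporter signal indicates esBAF inhibition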
Xi reactivation – activators of inactive X chromosome reactivation, primary screen, imaging, XiGFP fibroblasts, GFP high-content imaging, set 2; XiGFP mouse fibroblasts, % GFP-positive cells imaging, 3 d; cells co-treated with 5-aza-dC sensitizer; scaled so ellipticine positive control = 100%; activation, % at 7.58 µM; 0.055% of 360,000 active; AID 743238, 2013;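 active means mean normalized replicate activation at least 10% and every replicate at or above 10%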;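 further: 0% = median of on-plate neutral control wells and 100% = ellipticine 6 µM median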
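System: XiGFP fibroblasts, SV40-immortalized. Medium: DMEM plus 5-aza-dC sensitizer. Doses: single point. Timing: 3 d treatment, 15 min room-temperature fixation. Control set: ellipticine 6 µM.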
E-sel inducer – E-selectin induction in HUVECs, primary screen, imaging, HUVEC, immunofluorescence imaging, single point. P16581. normalized: neutral wells 0, TNF-alpha wells 100. activation, % at 7.58 µM. 0.37% of 260,000 active;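 active means mean E-selectin-positive cell signal at least 10% of the positive control, reached in at least 60% of replicates, without over 20% cell loss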;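 further: in these data hits start at about 27%; measured in HUVEC primary endothelial cells; signal is the percent of cells scored E-selectin positive by PE staining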
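Assay system: HUVEC, human umbilical vein endothelial cells / Amount: 3,000 HUVEC/well / Controls: TNF-alpha positive control, DMSO neutral control / Compound dosing: single concentration / Medium: EGM-2 over gelatin coat / Evaluation: percent E-selectin-positive cells / Signal: immunofluorescence imaging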
ERp5 block – inhibitors of ERp5-driven insulin aggregation, primary screen, biochemical, turbidity, absorbance 650 nm, single point; Protein disulfide-isomerase A6 (Homo sapiens), Q15084; 90 min; inhibition, % at 9.99 µM; 0.05% of 350,000 active; AID 651711, 2012;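 active means mean replicate inhibition above about 25%, with every replicate also reaching it, limit read from the data, passing the limit was not always enough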
ERAP1 inh – human ERAP1 aminopeptidase inhibitors, primary screen, biochemical, single point, plate reader | Endoplasmic reticulum aminopeptidase 1 (Homo sapiens), Q9NZ08 | recombinant ERAP1, Leu-AMC fluorescence, 60 min | inhibition, % at 10.7 µM | 0.15% of 340,000 active;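 active means mean replicate inhibition of at least 30%, or all replicates individually reaching that 30% level; inactive means mean below 30% and not every replicate reaching it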;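 further: 0% = neutral control wells and 100% = L-leucinethiol positive control wells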
Target sequence (Q9NZ08 whole entry, looked up): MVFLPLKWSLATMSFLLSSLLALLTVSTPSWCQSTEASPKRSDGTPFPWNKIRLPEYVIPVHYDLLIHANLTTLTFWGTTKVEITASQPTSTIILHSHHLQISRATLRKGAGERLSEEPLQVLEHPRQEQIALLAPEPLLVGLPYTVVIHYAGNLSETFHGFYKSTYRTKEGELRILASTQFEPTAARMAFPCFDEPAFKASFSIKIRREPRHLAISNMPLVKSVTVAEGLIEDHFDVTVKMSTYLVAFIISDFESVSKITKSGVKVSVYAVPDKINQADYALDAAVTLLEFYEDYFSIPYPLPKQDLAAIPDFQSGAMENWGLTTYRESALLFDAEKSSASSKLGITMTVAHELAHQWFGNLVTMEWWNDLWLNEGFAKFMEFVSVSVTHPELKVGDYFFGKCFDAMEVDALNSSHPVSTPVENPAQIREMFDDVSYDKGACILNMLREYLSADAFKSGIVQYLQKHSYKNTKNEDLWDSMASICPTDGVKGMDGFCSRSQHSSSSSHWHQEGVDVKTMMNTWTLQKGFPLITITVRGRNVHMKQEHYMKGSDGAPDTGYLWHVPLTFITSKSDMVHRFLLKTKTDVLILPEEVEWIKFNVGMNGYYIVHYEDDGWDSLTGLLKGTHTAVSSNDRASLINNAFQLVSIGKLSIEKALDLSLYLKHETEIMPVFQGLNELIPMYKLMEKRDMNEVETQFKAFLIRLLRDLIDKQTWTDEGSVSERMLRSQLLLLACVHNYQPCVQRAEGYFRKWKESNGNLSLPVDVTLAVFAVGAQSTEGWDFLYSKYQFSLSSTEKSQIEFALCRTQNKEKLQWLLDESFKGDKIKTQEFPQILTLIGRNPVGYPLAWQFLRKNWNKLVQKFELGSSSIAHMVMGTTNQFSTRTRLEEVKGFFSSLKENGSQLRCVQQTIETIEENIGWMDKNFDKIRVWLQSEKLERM
RAD52 anneal inh – RAD52 DNA annealing inhibitors, primary screen, biochemical, FRET, single point, set 2 | inhibition, % at 18.7 µM | 0.46% of 360,000 active | recombinant RAD52 DNA annealing, FRET fluorescence | DNA repair protein RAD52 homolog (Homo sapiens), P43351;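 active means every replicate showing at least 50% inhibition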
An asterisk follows results filed as active; . = no result given.

SMILES	S100A4 MyoIIA	RAD54 branch	esBAF inh	Xi reactivation	E-sel inducer	ERp5 block	ERAP1 inh	RAD52 anneal inh
CNc1nc(-c2ccc(S(=O)(=O)N3CCCCC3)cc2)cs1	-7.7	-10.3	5.4	0.0	-0.4	-1.8	-2.2	-19.6
COC(=O)COc1ccc(S(=O)(=O)NCc2ccc3c(c2)OCO3)cc1C	2.5	-7.4	-1.6	0.1	-0.1	3.0	-0.3	-7.6
O=C(NNS(=O)(=O)c1ccc([N+](=O)[O-])cc1)C(=O)Nc1cccc(C(=O)O)c1	0.8	0.0	2.2	0.0	.	1.2	-1.8	-20.2
COC(=O)C1C(=O)/C(=C/N(C)C)C(=O)CC1(C)C (configuration not stated)	-5.5	5.9	5.0	0.2	.	19.4	12.7	-9.4
C[C@H](CO)N1C[C@H](C)[C@H](CN(C)C(=O)Cc2cccnc2)Oc2ncc(-c3ccccc3)cc2C1=O	0.5	4.8	.	-0.1	-0.2	5.6	-3.0	-0.1
CCOC(=O)C1(Cc2ccccc2C)CCCN(C(=O)c2cc(CC)nn2C)C1 (configuration not stated)	0.2	.	.	0.4	3.5	-4.2	0.2	-11.6
O=C(CCC(=O)N1CCCCC1)Nc1nnc(C2CCCCC2)s1	-4.2	-1.0	-3.2	0.0	0.5	1.1	8.2	10.2
CCn1c(SCc2cccc(F)c2)nnc1-c1ccncc1	-2.0	7.5	-6.0	0.1	0.0	-0.8	-3.3	2.0
Cc1noc(C)c1S(=O)(=O)Nc1ccc2c(c1)C(=O)N([C@@H](C)CO)C[C@H](C)[C@@H](CN(C)C(=O)NC1CCCCC1)O2	6.2	2.7	0.1	0.3	-0.1	0.3	3.7	10.0
COCC(=O)N1CC(=O)N2[C@H](CO)[C@H](c3ccc(C#CC4CCCCC4)cc3)[C@@H]2C1	16.9	.	.	0.0	0.4	5.2	2.1	6.6
O=C(c1cnccn1)N1CC(=O)N2[C@H](CO)[C@@H](c3ccc(/C=C/c4ccccc4)cc3)[C@@H]2C1	7.2	.	.	0.0	0.1	-1.5	2.7	-3.6
CO[C@@H]1CN(C)C(=O)c2ccc(NC(=O)C3CC3)cc2OC[C@H](C)N(Cc2ccccc2)C[C@H]1C	0.2	4.7	-5.4	0.1	2.0	-1.0	-3.8	26.9
O=C(CCN1C(=O)/C(=C\c2ccccc2F)SC1=S)Nc1ccc(C(=O)O)c(O)c1	9.0	0.0	0.0	0.0	.	11.7	-13.6	-9.4
COC(CNC(=O)[C@H](CSCc1ccccc1)N1Cc2ccccc2C1=O)OC	-0.3	.	.	0.0	.	2.5	-0.3	-11.8
CN1CCN(C(=O)C[C@H]2C=C[C@@H](NC(=O)Nc3ccccc3F)[C@H](CO)O2)CC1	-8.5	-2.9	2.1	0.1	0.2	-5.0	-1.1	-8.0
CNC[C@@H]1Oc2cc(C#Cc3ccccc3OC)ccc2S(=O)(=O)N([C@H](C)CO)C[C@H]1C	-6.4	-7.0	-3.2	0.4	0.5	-3.6	-3.6	-17.6
O=C(N/C(=C\c1ccc(Cl)cc1)C(=O)N1CCCCC1)c1ccco1	6.4	6.7	5.8	0.2	.	3.3	1.7	-6.6
S=C(NC1CCCCC1)N1CCN(c2ncccn2)CC1	4.9	.	-10.7	0.0	0.9	0.2	.	3.6
C[C@@H]1CN([C@H](C)CO)C(=O)c2cc(NS(=O)(=O)c3cn(C)cn3)ccc2O[C@@H](C)CCCCO[C@@H]1CN(C)S(=O)(=O)c1ccc(F)cc1	1.8	1.8	-1.0	0.0	.	0.0	-0.6	-21.5
CCOC(=O)C1(CCOC)CCN(Cc2ccncc2)CC1	-2.9	.	.	0.4	8.2	-0.5	-0.4	-20.0
CO[C@H]1CN(C)C(=O)c2ccc(NC(=O)c3cc(C)on3)cc2OC[C@@H](C)NC[C@H]1C	-10.3	-1.9	-0.9	-0.1	-0.3	-3.8	3.6	7.5
CC(=O)N(C)C[C@@H]1Oc2ncc(C#Cc3ccccc3F)cc2C(=O)N([C@@H](C)CO)C[C@@H]1C	-3.1	3.9	-4.9	-0.4	-0.1	2.3	-1.0	2.7
O=C(Nc1ccc(N2CCOCC2)cc1)c1ccc2ncsc2c1	-6.4	-6.5	27.0	0.0	-0.1	-12.7	1.1	-7.8
Cc1ccc(S(=O)(=O)N(C)C[C@@H]2Oc3ccc(NC(=O)Nc4ccc(C(F)(F)F)cc4)cc3CC(=O)N([C@@H](C)CO)C[C@@H]2C)cc1	-4.3	-1.4	4.1	2.4	0.1	-0.3	-1.4	9.2
N#Cc1ccccc1OCC(=O)Nc1ccc2c(c1)OCO2	-5.8	-13.4	65.3*	0.0	2.7	3.6	-0.7	-8.4
COc1ccc(C(=O)NCCS(=O)(=O)N2CCCC2)cc1	-4.3	1.1	15.6	-0.1	0.3	-1.1	-6.2	-11.9
CCCOc1ccc(Cn2c(=O)oc3ccc(C)cc32)cc1	4.0	-7.4	-3.8	0.0	.	-0.9	-0.3	-12.8
COCCCn1c(C)nnc1SCC(=O)Nc1ccc(C(C)=O)cc1	0.5	2.1	-7.1	0.0	-0.1	4.5	-3.0	-8.3
CC[C@@]1(C(=O)OC)N[C@H](CN(C)C(=O)Nc2ccccc2)[C@@H]2C(=O)N(C)C(=O)[C@@H]21	-7.4	-4.9	4.5	0.3	.	2.0	-1.5	-17.9
CCOC(=O)N1CCN(C(=O)c2ccc(CS(=O)c3ccccc3)o2)CC1 (configuration not stated)	-4.4	-5.1	-4.2	0.0	.	2.2	-4.1	-9.3
O=C(c1ccccc1F)N1CC[C@@H]2[C@@H](CO)Nc3ccc(C#Cc4ccc(F)cc4)cc3[C@@H]21	.	-8.3	-1.4	0.3	1.3	.	.	.
COc1ccc(C#Cc2ccc([C@H]3[C@@H](CO)N4C(=O)CN(C(=O)c5ccc(F)cc5)C[C@H]34)cc2)cc1	11.9	.	.	0.0	0.1	4.9	1.7	-19.6
Cn1c(CNC(=O)CNC(=O)c2cccc(F)c2)cc(=O)n(C)c1=O	-2.3	-0.5	-5.3	0.0	.	0.4	-1.0	-2.2
O=C(CNc1cccc(F)c1)N1CCc2ccccc2C1	0.2	5.6	51.4*	0.2	.	-3.4	0.2	-10.3
CN(C(=O)CSc1nnc(-c2ccc(Cl)cc2)n1C)C1CCS(=O)(=O)C1 (configuration not stated)	-2.6	2.1	5.0	0.0	.	0.1	1.7	-3.1
COc1ccccc1NS(=O)(=O)c1cc(NC(=O)CCNC(C)=O)ccc1N1CCCCC1	0.5	.	-42.1	-0.1	0.0	-1.0	-7.2	-14.1
C/C(=N\NC(=O)CSc1nc2ccccc2s1)c1cccnc1	-7.4	.	.	0.9	-0.1	2.5	1.2	-5.5
Cc1cc(C)cc(S(=O)(=O)c2cn(C)c3cc(N4CCN(C)CC4)c(F)cc3c2=O)c1	6.1	9.0	8.6	0.0	.	-2.2	1.1	-25.8
Cc1ccc(S(=O)(=O)N2CCN(C(=O)c3n[nH]c(=O)c4ccccc34)CC2)cc1	-3.3	-22.6	-13.5	1.2	.	-1.0	0.0	-2.4
Cc1cc(C)nc(SCC(=O)OCC(=O)Nc2ccccc2)n1	1.4	-4.5	-3.8	0.1	.	-0.8	-5.3	-10.1
C[C@@H]1CN([C@@H](C)CO)C(=O)Cc2cc(NC(=O)Nc3ccc4c(c3)OCO4)ccc2O[C@@H]1CN(C)C(=O)Nc1ccc2c(c1)OCO2	3.0	-4.9	-5.6	0.0	0.5	-1.0	0.8	12.8
CC(Oc1ccc(Br)cc1)C(=O)Nc1ccc(S(=O)(=O)NC2=NCCCCC2)cc1 (configuration not stated)	-3.1	4.6	7.5	0.0	.	-8.4	-2.1	-34.3
CN(C)CCSc1nc(O)c(-c2ccccc2)c(=O)n1-c1ccccc1	-3.3	.	7.1	-0.1	3.9	3.0	.	-9.5
COc1cccc(NC(=O)CN(C)C(=O)COc2ccccc2Cc2ccccc2)c1	2.9	4.0	-9.1	0.0	.	-0.2	1.9	-0.2
CCN(C(=O)CSc1nnc(-c2ccccc2Br)o1)C1CCS(=O)(=O)C1 (configuration not stated)	-2.7	.	.	0.0	.	2.9	-1.8	-3.8
Cc1ccc(C(=O)NCC(=O)NCCc2ccc(S(N)(=O)=O)cc2)s1	-2.9	.	-1.8	-0.2	-0.1	0.6	.	-8.2
CCC(C(=O)OC(C)C(=O)Nc1ccc(Cl)cn1)c1ccccc1 (configuration not stated)	-5.7	-3.7	-8.0	-0.1	0.0	-1.6	-1.1	0.2
CC(C)(C)[C@@H]1C=C(C(=O)N2CCCCCCC2)O[C@H](OCCCCO)C1	-4.8	-18.0	.	.	.	1.6	1.9	-1.0
CCC(=O)Nc1ccc(Cl)c(-c2nc3ncccc3o2)c1	-4.4	-7.5	5.9	-0.1	.	3.4	-0.3	-14.8
O=c1sc2ccccc2c(=O)n1Cc1ccccc1F	-4.5	.	.	0.0	-0.5	1.2	-3.6	-1.8
CCC1(c2ccc(F)cc2)NC(=O)N(CC(=O)NCc2ccc(F)cc2)C1=O (configuration not stated)	-6.6	-14.5	-2.7	0.3	.	1.6	-1.7	1.7
CC1CCCCN1C(=O)CSc1nnc2ccccn12 (configuration not stated)	0.3	-0.9	6.3	0.0	.	-1.5	-0.5	-1.2
Cc1ccc(S(=O)(=O)Nc2ccc3c(c2)C(=O)N([C@H](C)CO)C[C@H](C)[C@@H](CN(C)CC2CC2)OCCCC[C@@H](C)O3)cc1	5.4	-0.2	0.6	0.2	-0.1	-3.1	-1.8	9.1
O=C(NNC(=O)c1ccc2ccccc2c1)c1ccc(Cl)cc1	2.1	0.1	-2.4	0.1	0.1	1.4	-2.7	-6.0
CC(C)NC(=O)N(C)C[C@H]1Oc2ncc(C#Cc3ccccc3F)cc2C(=O)N([C@H](C)CO)C[C@@H]1C	-2.3	1.4	0.1	-1.1	3.3	-3.8	-4.2	7.6
CN(c1ccccc1)S(=O)(=O)c1cccc(NC(=O)CSc2nccc(=O)[nH]2)c1	-4.7	3.1	4.2	0.3	0.2	2.4	-1.2	-41.8

Three structures already listed, ordered by heavy-atom count, ascending:
SMILES	S100A4 MyoIIA	RAD54 branch	esBAF inh	Xi reactivation	E-sel inducer	ERp5 block	ERAP1 inh	RAD52 anneal inh
Cc1ccc(C(=O)NCC(=O)NCCc2ccc(S(N)(=O)=O)cc2)s1	-2.9	.	-1.8	-0.2	-0.1	0.6	.	-8.2
COc1cccc(NC(=O)CN(C)C(=O)COc2ccccc2Cc2ccccc2)c1	2.9	4.0	-9.1	0.0	.	-0.2	1.9	-0.2
Cc1ccc(S(=O)(=O)Nc2ccc3c(c2)C(=O)N([C@H](C)CO)C[C@H](C)[C@@H](CN(C)CC2CC2)OCCCC[C@@H](C)O3)cc1	5.4	-0.2	0.6	0.2	-0.1	-3.1	-1.8	9.1

Individual results from the entries so far:
`CCC1(c2ccc(F)cc2)NC(=O)N(CC(=O)NCc2ccc(F)cc2)C1=O` (configuration not stated) – RAD54 branch = -14.5
`Cc1ccc(C(=O)NCC(=O)NCCc2ccc(S(N)(=O)=O)cc2)s1` – ERp5 block = 0.6
